SRC3 TRFRET art – TR-FRET detection interference compounds, artefact control for PPARgamma SRC-3 recruitment agonists, biochemical, TR-FRET ratio; TR-FRET artefact counter-screen, PPARgamma/SRC-3 format; stronger effect = higher value; TR-FRET ratio at 8 µM; 99,000 compounds, 0.39% hits; AID 1048, 2008; in the data active = TR-FRET ratio above about 2000; note: inactives centre near 1600
SRC1 TRFRET art – TR-FRET detection interference compounds, primary screen, artefact control for PPARgamma SRC-1 recruitment agonists, biochemical, TR-FRET emission ratio; TR-FRET detection artefact counter-screen; stronger effect = higher value; TR-FRET ratio at 8 µM; 99,000 compounds, 0.34% hits; AID 1051, 2008; in the data active = TR-FRET ratio above about 2300; note: inactives centre near 1800
Starred values were filed as active, the others as inactive; & = joins results of further samples.

SMILES	SRC3 TRFRET art	SRC1 TRFRET art
CSc1c(CC(=O)Nc2ccccc2C(F)(F)F)n(Cc2ccccc2)c2ccccc12	1556	1824
Cc1cccc(CN2CCN(Cc3ccc(-n4cccn4)cc3)CC2CCO)n1 (centres undefined)	1772	1688
CCOC(=O)Nc1ccc(OC)c([N+](=O)[O-])c1	1475	1959
CC(C)(C)NC(=O)CN1CCC(NC(=O)C23CC4CC(CC(C4)C2)C3)CC1	1579	1703
CCOC(=O)c1c(NC(=O)CSc2nnc(N)s2)sc(C)c1-c1ccc(C)cc1	1600	1840
Cc1ccc(NC(=O)CCn2cnc3ccccc3c2=O)c(C)c1	1604	1861
COC(=O)/C=C/c1ccsc1NC(C)=O	1526	1781
CN(C)c1ccc(-c2nc3ccccn3c2/N=C/c2ccc(Br)cc2)cc1	1827	1979
COCCn1c(C)cc(C(=O)CSc2nc3nc(C)cc(C)n3n2)c1C	1812	1844
OCCNC(=S)Nc1ccc(Cl)c(Cl)c1	1460	1858
C=CCN1C(=O)NC(c2ccccc2)(C(F)(F)F)S/C1=C(\C#N)c1nnc(N2CCOCC2)n1-c1ccccc1 (centres undefined)	1689	1692
COCCNCc1ccc(C(C)C)cc1	1568	1933
Cc1ccc(N(Cc2cc3ccccc3[nH]c2=O)S(=O)(=O)c2ccccc2)cc1	1358	1690
COc1ccc(CC(=O)O/N=C(\N)Cc2cccc3ccccc23)cc1OC	1484	1742
CC(=O)c1cccc(Nc2cc(C)nc3c(C)cc(C)cc23)c1	1400	1742
O=C(NC(N1CCOCC1)C(Cl)(Cl)Cl)c1ccc(Br)cc1 (centres undefined)	1488	1966
COc1ccc(C2=CC(=O)OC(C)(c3ccccc3)O2)cc1 (centres undefined)	1652	1996
Cc1cc(O)ccc1N/C=C/c1onc(C)c1[N+](=O)[O-]	1566	1647
CCOC(=O)CN1C(=O)NC(C)(c2ccc(OC(F)F)cc2)C1=O (centres undefined)	1501	1769
COC(=O)c1ccc(OS(=O)(=O)N(C)C)cc1	1679	1766
Cc1cccc(NC(=S)N(CCCN2CCOCC2)Cc2cn(C)c3ccccc23)c1	1592	1830
O=C1CSC(=S)N1/N=C/C=C/c1ccccc1	1882	2052
CSc1ncccc1C(=O)Nc1nc2ccc(F)cc2s1	1558	1888
Cc1cc(C)c2nc(NNC(=O)c3ccc(S(=O)(=O)N4CCCCC4)cc3)sc2c1	1701	1673
CCOC(=O)c1c(C)n(C)c2cc(CN(C)C)c(O)c(S(=O)(=O)c3ccccc3)c12	1448	1952
CC1(C)OC2OC(C(=O)N/N=C/c3cc(Br)ccc3O)C3OC(C)(C)OC3C2O1 (centres undefined)	1367	1588
COc1ccc(/C=N/NC(=O)CCSc2nc3ccccc3s2)cc1	1650	1945
COC(CNC(=O)c1cccc(-n2c(=S)[nH]c3cc(Cl)ccc3c2=O)c1)OC	1486	1976
CCOC(=O)CSc1n[nH]c(NC(C)=O)n1	1497	2090
CC(/C=N\NC(=O)CN1CCN(Cc2ccccc2)CC1)=C\c1ccco1	1442	1846
COc1ccc(N=Cc2cc3c(cc2O)OC(N)=C(C#N)C3c2ccccc2)cc1 (centres undefined)	1525	2059
Cc1cc(C)c(C#N)c(SCc2ccccc2[N+](=O)[O-])n1	1507	1771
CCN(CC(=O)Nc1cccc(OC)c1)CC(=O)Nc1ccc(C)cc1Cl	1411	1609
COCc1ccc(C(=O)NC(C)c2cnn(-c3ccccc3C)c2C)o1 (centres undefined)	1739	1629
COCc1cc(=O)[nH]c(/N=C(\N)Nc2ccc(C)cc2C)n1	1615	1900
Cc1nn(-c2ccccc2)c(C)c1/C=N/NC(=O)CSc1nnc(SCc2cccc3ccccc23)s1	1630	1805
CC(C)Oc1cccc(C(=O)NC(=S)NCc2cccnc2)c1	1510	1755
CCOC(=O)CC(NC(=O)Cc1ccccc1)c1ccccc1Cl (centres undefined)	1688	1834
COc1ccc(OCCNC(=O)C(Cc2c[nH]c3ccccc23)NC(C)=O)cc1 (centres undefined)	1628	1792
CCCn1nc(NS(=O)(=O)c2ccccc2)c2cc3cc(C)ccc3nc21	1664	1831
Cc1cc(N2CC(C)OC(C)C2)n2cc(-c3ccccc3)nc2n1 (centres undefined)	1633	1996
O=C(COC(=O)C1=COCCO1)NCc1ccc(Cl)cc1	1614	1628
Cc1cc2ccccc2n2c(SCC(=O)NCC3CCCO3)nnc12 (centres undefined)	1757	1724
Cc1ccc(NC(=O)COC(=O)Cc2csc(-c3ccc(Cl)cc3)n2)cc1C	1345	1636
CCC(CO)Nc1ccc(-c2nn(C)c(=O)c3ccccc23)cc1[N+](=O)[O-] (centres undefined)	1491	1470
O=C(CN1CCN(Cc2ccccc2)CC1)Nc1ccc2c(c1)CCC2	1719	1731
O=C1NCCCC1C(=O)N/N=C/c1ccccc1O (centres undefined)	1579	1728
Cn1c(=O)c2c(ncn2CCNC2=NCCCCC2)n(C)c1=O	1640	1841
Cc1nn(C)cc1C(C)NC(=O)c1cc(COc2c(F)cccc2F)on1 (centres undefined)	1729	1499
Cc1c(O)c(=O)ccn1C	1632&1526	2033&1983
CCN(CC)S(=O)(=O)c1ccc(C)c(NC(=O)CNCCN(C(C)C)C(C)C)c1	1475	1780
Cc1cc(CNC(=O)c2cccc([N+](=O)[O-])c2)c2ccccc2n1	1508	2105
CCSc1ccc(C(=O)Nc2cccc(C)n2)cc1[N+](=O)[O-]	1738	1958
Cc1nc(/C=C/c2ccccc2)[nH]c(=O)c1-c1ccccc1	1693	1841
Cc1ccc(CNc2nc3ccccc3n3nnnc23)cc1	1537	1768
Cc1ccc(N(C(=O)CC2NC(=O)NC2=O)C2(C(=O)NC3CCCC3)CCCCC2)cc1 (centres undefined)	1533	1674
O=C(NNc1ccccn1)C(c1ccccc1)c1ccccc1	1539	1892
COCCNC(=O)/C(C#N)=C\c1ccc(CNS(=O)(=O)c2ccccc2)o1	1632	1952
Cc1ccc(C)c(C(=O)CCC(=O)NCc2ccc(Cl)cc2)c1	1591	1723
Cc1ccc2c(Cl)cc(Cl)c(OCC(=O)NC3CCS(=O)(=O)C3)c2n1 (centres undefined)	1530	1675

Further results:
SMILES	SRC3 TRFRET art	SRC1 TRFRET art
CC(=O)N1CCN(S(=O)(=O)c2cccc(C(=O)Nc3ccccc3N3CCOCC3)c2)CC1	1380	1764
CCN(CC(=O)Nc1ccc2c(c1)OCCO2)C(=O)/C=C/c1ccccc1	1375	1630
NC(=O)CSc1nc(C2CC2)nc2sc3c(c12)CCCC3	1665	1680
CC(=O)N1CCc2ccc(S(=O)(=O)N3CCN(C)CC3)cc21	1356	1720
COC(=O)Cn1cnc2sc3c(c2c1=O)CCCC3	1546	1862
C=CCNCCOCCOc1ccc(C)cc1Br	1619	1909
CN(C)/C=C1\SC(=S)N(N2C(=O)C3C4C=CC(C4)C3C2=O)C1=O (centres undefined)	1443	1636
CCc1ccc(NC(=O)Cn2cccc2)cc1	1511	1794
COc1ccccc1NC(=S)N(Cc1ccco1)Cc1cc2cc(C)cc(C)c2[nH]c1=O	1620	1685
Oc1c(Cl)cc(Cl)cc1/C=C/c1ccc2cccc(O)c2n1	1679	2103
COc1ccc(C(=O)NNC(=O)Cc2ccc(Cl)cc2)cc1	1562	1756
O=S(=O)(c1ccccc1)c1cc(O)ccc1O	1532	2019
O=C(COC(=O)Cn1cnc2ccccc21)Nc1cccc([N+](=O)[O-])c1	1516	1806
CNc1ccccc1C(=O)OCC(C)=O	1332	1448
COc1ccc(CNC(=O)/C=C/c2ccccc2[N+](=O)[O-])cc1	1507	1769
Cn1nnnc1SC(C(=O)Nc1cccc(C(F)(F)F)c1)c1ccccc1 (centres undefined)	1902	1769
COc1ccc(/C=N/N2CCOCC2)cc1COc1ccc(Cl)cc1	1498	1552
CCOc1cc(NC(=S)NCCCN(C)C)c(OCC)cc1NC(=O)c1cccs1	1455	1982
Cc1ccc(S(=O)(=O)N(C)C)cc1NC(=O)COC(=O)c1n[nH]c(=O)c2ccccc12	1583	1872
CC(C)(C)C1=CC(=O)C(N2CCOCC2)=CC1=O	1814	2008
CC(OC(=O)CCCSc1nc2ccccc2s1)C(=O)NC(N)=O (centres undefined)	1541	1744
c1ccn2cc(-c3ccc4c(c3)OCO4)cc2c1	1620	2032
CCc1ccc(NC(=O)CSc2nc(O)cc(=O)n2C2CCCC2)cc1	1391	1947
COc1cccc(N(CC(=O)NCC2CCCO2)C(=O)CNS(=O)(=O)c2ccccc2)c1 (centres undefined)	1583	1450
CC(C)CCNC(=O)NC(=O)COC(=O)CCN=C1NS(=O)(=O)c2ccccc21	1506	1712
O=C(N/N=C\c1ccncc1)c1ccccc1O	1859	1943
Cc1ccc(NC(=O)Cc2ccccc2)c(C)c1	1617	1931
COc1cc2c(cc1OC)C(C)N(Cc1ccc3c(c1)OCO3)CC2 (centres undefined)	1537	1731
Cc1cc(Cl)c(S(=O)(=O)NC(C)C)cc1OCC(N)=O	1565	1853
Cc1cc(/C=C2/C(=O)NN(c3ccccc3)C2=O)c(C)n1-c1ccc(O)cc1	1554	1532

3 of the compounds above, bar-delimited:
SMILES | SRC3 TRFRET art | SRC1 TRFRET art
O=C(COC(=O)C1=COCCO1)NCc1ccc(Cl)cc1 | 1614 | 1628
Cc1ccc(C)c(C(=O)CCC(=O)NCc2ccc(Cl)cc2)c1 | 1591 | 1723
Oc1c(Cl)cc(Cl)cc1/C=C/c1ccc2cccc(O)c2n1 | 1679 | 2103

(more compounds)
SMILES	SRC3 TRFRET art	SRC1 TRFRET art
O=C(CCCn1cnc([N+](=O)[O-])n1)Nc1ccc(F)c(Cl)c1	1346	1913
CC1(C)C2CCC1(C)C(OC(=O)CCn1ccnc1)C2 (centres undefined)	1493	1954
O=C(O)CC(SCC(=O)Nc1ccc(Br)cc1)C(=O)O (centres undefined)	1599	1604
CCOC(=O)c1c(C)c(C(=O)N2CCCCCC2)c(C)n1CC	1646	2099
O=C(c1cccnc1)N(Cc1ccccc1)C1(C(=O)Nc2ccccc2)CCCCC1	1296	1725
S=c1[nH]nc(-c2cccs2)n1/N=C/c1c(Cl)cccc1Cl	1501	1833
N#Cc1cccnc1Nc1ccc(Cl)cc1	1735	1878
CCO[C@H]1OC(C(=O)NCc2nc3ccccc3[nH]2)=C[C@@H](C2CC2)[C@@H]1CCCO	1560	1890
Cc1ccc(CNC(=O)CCS(=O)(=O)c2ccc(Br)cc2)cc1	1496	1764
CCN1C(=O)c2cccc3c(Cl)ccc(c23)C1=O	1596	1875
COC(=O)C1=C(N)N(c2ccccc2F)C2=C(C(=O)CC(C)(C)C2)C1c1ccc(OC)c(OC)c1 (centres undefined)	1748	1809
CN(C)CCN(C(=O)c1ccc(S(=O)(=O)N(C)C)cc1)c1nc2cc3c(cc2s1)OCCO3	1601	1723
COc1ccc(-c2cc(=O)oc3cc(OCC(C)=O)ccc23)cc1	1599	1888
C=CCNC(=O)c1ccccc1NC(=O)COc1ccccc1	1605	1696
COC(=O)CCc1sc(Nc2ccccc2)nc1-c1ccc(OC)cc1	1677	1760
Cc1ccccc1CS(=O)(=O)Cc1ccc(C(=O)NCCCN2CC(C)CC(C)C2)o1 (centres undefined)	1666	1877
CCN(CC)C(=O)Cc1c(OC)ccc2cc(Br)ccc12	1633	1729
CCOC(=O)C1=C(O)/C(=C\c2ccc(CNS(=O)(=O)c3ccc(Br)cc3)o2)N=C1C	1456	1906
COc1ccc(CNC(=S)NCc2ccc(OC)cc2)cc1	1605	1855
COc1ccc(NC(=O)c2n[nH]c(=O)c3ccccc23)cc1S(=O)(=O)N1CCCCC1	1582	2006
S=C(NCc1ccccc1)N1CCn2cccc2C1c1cccnc1 (centres undefined)	1388	1557
CC(C)C(=O)Nc1nnc(SCC(=O)Nc2ccc3c(c2)OCCO3)s1	1515	1706
CC1=CN2C(=N)/C(=C/c3cn(CCCOc4ccccc4C)c4ccccc34)C(=O)N=C2S1	1709	1786
CC1CCc2sc(C(=O)N/N=C/c3ccc([N+](=O)[O-])cc3)cc2C1 (centres undefined)	1537	1745
COc1cc(NS(=O)(=O)c2ccc(Cl)cc2)c(C(=O)O)cc1OC	1723	1932
CCc1n[nH]c(=S)n1/N=C/c1c[nH]c2ccc(Br)cc12	1431	1717
Cc1ccc(S(=O)(=O)C2(C(=O)NC3CCCCC3C)CC2)cc1 (centres undefined)	1609	1988
O=c1oc2ccccc2cc1-c1csc(Cc2nc(-c3ccc(Cl)cc3)cs2)n1	1549	1726
O=Cc1ccc(-n2cc(C=O)c3ccccc32)cc1	1606	1964
N=C1C(c2nc3ccccc3s2)=C(O)CN1NC(=O)c1c[nH]c2ccccc12	1569	1611

Grouped by structure: the compounds so far containing an aryl thioether with sulfur outside any ring
SMILES	SRC3 TRFRET art	SRC1 TRFRET art
CSc1c(CC(=O)Nc2ccccc2C(F)(F)F)n(Cc2ccccc2)c2ccccc12	1556	1824
CCOC(=O)c1c(NC(=O)CSc2nnc(N)s2)sc(C)c1-c1ccc(C)cc1	1600	1840
COCCn1c(C)cc(C(=O)CSc2nc3nc(C)cc(C)n3n2)c1C	1812	1844
CSc1ncccc1C(=O)Nc1nc2ccc(F)cc2s1	1558	1888
COc1ccc(/C=N/NC(=O)CCSc2nc3ccccc3s2)cc1	1650	1945
CCOC(=O)CSc1n[nH]c(NC(C)=O)n1	1497	2090
Cc1cc(C)c(C#N)c(SCc2ccccc2[N+](=O)[O-])n1	1507	1771
Cc1nn(-c2ccccc2)c(C)c1/C=N/NC(=O)CSc1nnc(SCc2cccc3ccccc23)s1	1630	1805
Cc1cc2ccccc2n2c(SCC(=O)NCC3CCCO3)nnc12 (centres undefined)	1757	1724
CCSc1ccc(C(=O)Nc2cccc(C)n2)cc1[N+](=O)[O-]	1738	1958
NC(=O)CSc1nc(C2CC2)nc2sc3c(c12)CCCC3	1665	1680
Cn1nnnc1SC(C(=O)Nc1cccc(C(F)(F)F)c1)c1ccccc1 (centres undefined)	1902	1769
CC(OC(=O)CCCSc1nc2ccccc2s1)C(=O)NC(N)=O (centres undefined)	1541	1744
CCc1ccc(NC(=O)CSc2nc(O)cc(=O)n2C2CCCC2)cc1	1391	1947
CC(C)C(=O)Nc1nnc(SCC(=O)Nc2ccc3c(c2)OCCO3)s1	1515	1706

Only part of the results is shown, so the mix of outcomes need not match the whole.
